Screening data: PubChem BioAssay, Broad Institute
PGC1a acetyl inh = inhibitors of PGC1a acetylation signal, primary screen, cell-based, U2OS, AlphaScreen, inhibitor mode; AlphaScreen anti-acetyl-lysine; with virally co-expressed GCN5 acetyltransferase; inhibition, % at 15.6 µM; 350,000 compounds, 0.17% hits; AID 651687, 2012;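 active means every replicate shows inhibition of at least 40%; inconclusive means mean inhibition at least 40% but some replicate below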;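 further: 0% = neutral control wells and 100% = positive control wells; some results beyond the cut were filed as inactive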
FN deposition inh = inhibitors of fibronectin matrix deposition, primary screen, AH1F cells, Alexa488-fibronectin fluorescence, plate reader; AH1F fibroblasts, overnight; AID 743247, 2014; inhibition, % at 12.6 µM; 350,000 compounds, 0.086% hits;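 active means mean inhibition across replicates of 30% or more, regardless of how many single replicates reach that level; inconclusive means mean under 30% yet at least half of replicates reach 30%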;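 further: positive control wells lacked labelled fibronectin entirely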
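Material: AH1F fibroblast monolayer depositing Alexa488-labelled fibronectin into matrix | Input: 10000 AH1F cells/well | Medium: DMEM plus 2% serum, read in PBS | Reagent: Alexa488-fibronectin, 24 nM final in well | Compound dosing: One dose per compound, pinned | Schedule: 1 h adhesion, overnight exposure | Measured by: Fluorescence at 485 nm excitation, 525 nm emission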
PAX8 reporter = inhibitors of PAX8-driven TPO luciferase reporter, primary screen, RMG-I cells, single concentration | SteadyGlo, 24 h | AID 652154, 2013 | 360,000 compounds, 1.2% hits | inhibition, % at 12.6 µM;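 active means mean replicate inhibition at least 60% with every replicate also reaching 60%; inconclusive means only one of the two criteria is met; inactive means mean below 60% and not all replicates reaching 60%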;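 further: luciferase light reporting Pax8 driven TPO promoter activity; plate controls were median of neutral control wells for no effect and mitoxantrone controls for full effect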
LGR2 inh = inhibitors of bursicon-induced LGR2 CRE-luciferase signal, primary screen, cell-based, HEK293, CRE-luciferase reporter, bursicon stimulation | bursicon-stimulated, 4 h | AID 720647, 2013 | 380,000 compounds, 0.35% hits | inhibition, % at 9.99 µM;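 active means drop in luminescence signal, shown as inhibition above about 50% in the replicate tests, limit read from the data, passing the limit was not always enough; inconclusive means probably only some replicates passing the limit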;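 further: agonist challenge used bursicon conditioned medium at about half maximal strength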
CASP6 VEID inh = human caspase-6 inhibitors, primary screen, biochemical, VEID-R110 fluorescence, single point, set 2; purified caspase-6, Z-VEID-R110 cleavage fluorescence; inhibition, % at 12.5 µM; 350,000 compounds, 0.53% hits;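 active means mean inhibition across replicates at least about 35%, with every replicate also reaching that limit, limit read from the data; inconclusive means only one of the two criteria met; inactive means neither criterion met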;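 further: 0% = median of neutral control wells and 100% = no fluorescence left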
Target sequence (P55212 24-179 limits assumed): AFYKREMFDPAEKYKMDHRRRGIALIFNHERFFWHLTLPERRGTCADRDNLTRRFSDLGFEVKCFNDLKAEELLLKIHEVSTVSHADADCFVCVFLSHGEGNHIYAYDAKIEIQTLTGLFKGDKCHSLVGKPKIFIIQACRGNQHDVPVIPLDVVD
Target sequence (P55212 194-293 limits assumed): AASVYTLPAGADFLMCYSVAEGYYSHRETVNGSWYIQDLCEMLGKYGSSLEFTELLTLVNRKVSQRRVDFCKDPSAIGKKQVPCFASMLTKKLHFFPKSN
EWS-Fli inh = EWS/Fli-driven NR0B1 reporter inhibitors, primary screen, A673 cells, NR0B1 luciferase, luminescence, MLPCN library. 350,000 compounds, 0.67% hits. inhibition, % at 12.6 µM. viability-normalised. AID 651661, 2012;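 active means mean inhibition of at least 50% after viability correction, with every replicate also passing that limit; inconclusive means mean reaches 50% but only one of two replicates passes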;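 further: firefly luciferase signal divided by Alamar Blue viability fluorescence both relative to DMSO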
Cneo AK release = Cryptococcus neoformans cell lysis inducers, primary screen, AK release luminescence, single concentration. C. neoformans lysis, adenylate kinase release luminescence, 4 h; normalised: neutral wells 0, clomiphene wells 100. lysis activity, % at 15 µM. 360,000 compounds, 0.2% hits. AID 651654, 2012;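 active means mean lysis activity across replicates of at least 80%, whatever share of replicates individually reach that level; inactive means mean lysis activity below 80%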
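Material – Cryptococcus neoformans yeast cells · Quantity – 5 × 10^6 yeast cells/mL · Buffer or medium – YPD medium · Compound – single dose · Timing – 4 h static compound exposure, 37 °C, read 1 h post-reagent · Signal – adenylate kinase release luminescence · Read-out basis – lysis from increased AK signal · Benchmarks – Clomiphene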
miR122 inh = miR-122 Renilla sensor signal increase in Huh7, primary screen, miR-122 inhibitor project, cell-based, single point, plate reader; activation (reporter increase), % at 12.5 µM; 340,000 compounds, 0.3% hits; Huh7 miR-122 Renilla luciferase sensor, 48 h; neutral wells = 0, positive control = 100;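 active means mean replicate activation score at least 90 and every replicate individually at or above 90; inconclusive means only one of the two criteria met; inactive means neither criterion met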;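 further: higher luciferase means less miR-122 activity so hits act as miR-122 inhibitors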
Starred values were filed as active, the others as inactive; ? = inconclusive; · = no result given; [ ] = another dose, or the depositor's remark.

nr	Structure	PGC1a acetyl inh	FN deposition inh	PAX8 reporter	LGR2 inh
1	O=C(NC1CCCc2ccccc21)C1CCN(c2c3c(nc4ncnn24)CCC3)CC1 (centres undefined)	7	·	·	-6
2	C/C(CC1CC(C)(C)OC1=O)=N/Nc1nc(-c2ccccc2)cs1 (centres undefined)	·	6	19	8
3	COCC(=O)Nc1ccc2c(c1)C(=O)N(C)[C@@H]1CC[C@H](CC(=O)O)O[C@@H]1CO2	-8	0	4	-1
4	CC/C(CC(=O)C(F)(F)F)=N\NC(=O)/C(C#N)=C/N(C)C	-7	-19	1	11
5	CC(C)N=c1scc(-c2ccco2)n1/N=C/c1ccc(O)c(O)c1	2	25	·	-37
6	CCc1ccc(OCCCC(=O)Nc2nccs2)cc1	·	10	-8	0
7	Cc1ccc(S(=O)(=O)N2CCN(C)CC2)cc1	14	-4	-7	-11
8	CCc1noc(C)c1C(=O)N(C)CC(=O)Nc1ccccc1Br	·	-3	12	7
9	COc1ccc(CN2C(=O)C(CC(=O)NC(c3ccccc3)c3ccccc3)CC(C(=O)N(C(C)C)C(C)C)=C2C)cc1 (centres undefined)	8	-4	19	16
10	Cc1cccc(NC(=S)N(CCN2CCOCC2)Cc2ccccc2F)c1	-8	·	3	0
11	Nc1ncnc2c1ncn2[C@@H]1O[C@H](C(=O)N[C@@H](CCc2ccccc2)C(=O)NCC(=O)N2CCOCC2)[C@@H](O)[C@H]1O	·	8	-11	-12
12	O=C(CSc1nncn1-c1ccccc1)Nc1ccccc1F	-9	-1	-8	-2
13	COc1ccc(-n2nc(C(=O)N3CCC(C#N)CC3)c3c4ccccc4n(C)c3c2=O)cc1	2	-2	23	8
14	CCc1ccc(-n2nc3ccc(NC(=O)c4ccc5c(c4)OCO5)cc3n2)cc1	-3	6	·	·
15	C[C@@H]1CN([C@@H](C)CO)C(=O)c2cc(NC(=O)Nc3ccc(C(F)(F)F)cc3)ccc2O[C@@H](C)CCCCO[C@@H]1CN(C)S(=O)(=O)c1ccc(F)cc1	-3	0	8	13

nr	CASP6 VEID inh	EWS-Fli inh	Cneo AK release	miR122 inh
1	-1	2	·	1
2	·	·	·	3
3	·	5	0	21[16.7 µM]
4	1	7	·	·
5	·	·	-9	-7
6	-1	-11	·	·
7	-3	3	-1	-1
8	-152	6	3	·
9	-2	-8	3	-6
10	-1	14	0	9
11	-3	10	·	·
12	1	-8	·	1
13	0	6	2	3
14	·	·	-1	17
15	2	4	29	3[16.7 µM]

Next part.
nr	Structure	PGC1a acetyl inh	FN deposition inh	PAX8 reporter	LGR2 inh
16	COC(=O)c1ccc(NC(=O)CN2C(=O)c3ccccc3S2(=O)=O)cc1	-2	-14	4	5
17	O=C(O)C/C(=C\c1ccc(N2CCOCC2)c([N+](=O)[O-])c1)c1nc2ccccc2s1	3	-9	1	-24
18	COC(=O)CSc1ccsc1C(=O)O	-3	·	-14	-2
19	Cc1c(C(C)O)nnn1-c1nonc1N (centres undefined)	11	1	17	·
20	COc1ccc(C(=O)NCCCNC(=O)c2cccnc2)cc1Br	·	-1	-23	7
21	CCCCC/C=C/C1=CC(=O)C[C@H](c2ccc3c(c2)OCO3)C1	·	-2	-25	-6
22	Cc1c(C)c2ccc(Oc3ccc([N+](=O)[O-])cc3C(F)(F)F)c(C)c2oc1=O	-10	·	·	-11
23	COc1ccccc1NC(=O)N[C@H]1CC[C@H](CCn2cc(-c3ccccc3OC)nn2)O[C@H]1CO	5	4	23	-12
24	O=C(Nc1nc2ccsc2c(=O)s1)c1ccc(F)cc1	2	-2	-155	-18
25	O=C1N=C(N2CCCC2C(=O)O)S/C1=C\c1ccco1 (centres undefined)	5	·	-14	-5
26	FC(F)(F)c1cccnc1Oc1ccc(C2=NCCS2)cc1	12	-17	3	·
27	COc1ccc(C2NC(=O)c3ccccc3N2)cc1OC (centres undefined)	13	15	·	·
28	Cc1noc(C(=O)NCC2CCCO2)c1Cl (centres undefined)	-7	4	-14	-10
29	CC(=O)Oc1ccc(-c2csc(Nc3ccc(Cl)cn3)n2)cc1	-2	-4	-108	-84
30	CCN(CC)CCCn1c2c(c(SCC(=O)Nc3ccc(OC(F)(F)F)cc3)nc1=O)CCC2	-16	-1	27	8

nr	CASP6 VEID inh	EWS-Fli inh	Cneo AK release	miR122 inh
16	-3	16	3	-4
17	-5	-15	1	-5
18	2	7	4	-6
19	·	·	-6	-2
20	-2	-37	1	·
21	8	10	-2	-2
22	-2	·	-1	-5
23	-10	14	0	·
24	1	-123	4	-2
25	9	-4	·	4
26	-2	8	4	-3
27	·	·	-2	-5
28	-1	-8	0	2
29	1	-90	-8	-7
30	7	14	6	-3

3 of these compounds, reformatted.
Each structure is followed by: PGC1a acetyl inh	FN deposition inh	PAX8 reporter	LGR2 inh	CASP6 VEID inh	EWS-Fli inh	Cneo AK release	miR122 inh
29	CC(=O)Oc1ccc(-c2csc(Nc3ccc(Cl)cn3)n2)cc1
    -2	-4	-108	-84	1	-90	-8	-7
22	Cc1c(C)c2ccc(Oc3ccc([N+](=O)[O-])cc3C(F)(F)F)c(C)c2oc1=O
    -10	·	·	-11	-2	·	-1	-5
18	COC(=O)CSc1ccsc1C(=O)O
    -3	·	-14	-2	2	7	4	-6

New compounds follow.
nr	Structure	PGC1a acetyl inh	FN deposition inh	PAX8 reporter	LGR2 inh
31	Cc1ccc(S(=O)(=O)Nc2cccc3c2O[C@H](CN(C)C(=O)Nc2ccc(F)cc2)[C@@H](C)CN([C@@H](C)CO)C3=O)cc1	-4	10	-9	3
32	Cc1nn(C)cc1/C=N/NC(=O)c1ccc2c(c1)OCO2	-7	3	-27	·
33	CC(=O)Nc1nonc1NC(=O)c1ccc(C(C)(C)C)cc1	10	-1	-104	·
34	COC(=O)C1=C(C)N(Cc2ccccc2C(F)(F)F)C(=NCc2ccc3c(c2)OCO3)NC1c1ccc(Cl)cc1 (centres undefined)	·	0	-13	-1
35	Cc1cc(C)cc(NS(=O)(=O)c2ccc3c(c2)C(C)(C)C(=O)N3C)c1	·	16	-6	-15
36	Cc1nonc1CC(=O)NC1CCCc2c1cnn2-c1ccc(F)cc1F (centres undefined)	·	1	0	20
37	C[C@@H]1CN([C@H](C)CO)C(=O)c2cc(NC(=O)Nc3ccc(C(F)(F)F)cc3)ccc2O[C@@H](C)CCCCO[C@H]1CN(C)S(=O)(=O)c1ccccc1	-4	-1	96*	-2
38	Cc1ccc(NC(=O)/C(=C\c2ccccc2)NC(=O)c2ccco2)cc1	·	-10	11	-28
39	COc1ccc(OC)c(S(=O)(=O)N2CCC(C(=O)Nc3cccc(C)c3C)CC2)c1	6	1	2	·
40	Cc1cccc(Nc2cc(=O)n(C)c(=O)n2C)c1	-1	·	7	8
41	Cc1cc(O)c(CN2CCN(S(=O)(=O)c3cccs3)CC2)cc1C(C)C	-19	-4	23	19
42	OC(CNC1CCCC1)COc1ccc(F)cc1 (centres undefined)	·	0	24	7
43	CCN(C(=O)COc1ccccc1)C1CCCCC1	5	-14	-3	-10
44	C[C@H](CO)N1C[C@H](C)[C@H](CN(C)C(=O)CN2CCOCC2)Oc2ncc(C#CCN(C)C)cc2C1=O	-6	6	0	?
45	COc1ccc2c3c([nH]c2c1)[C@@H](CO)N(C)CC31CCN(S(=O)(=O)c2cn(C)cn2)CC1	0	7	·	-10

nr	CASP6 VEID inh	EWS-Fli inh	Cneo AK release	miR122 inh
31	3	-8	-2	33[16.7 µM]
32	·	·	-1	-5
33	·	·	-1	-2
34	-2	11	·	·
35	-2	-7	3	107*
36	0	·	1	·
37	0	12	5	1[16.7 µM]
38	-9	8	·	·
39	·	·	0	-9
40	2	0	0	-3
41	0	10	1	-10
42	1	3	0	-4
43	5	-6	3	-3
44	1	5	-1	-5[16.7 µM]
45	0	16	·	·

(more compounds)
nr	Structure	PGC1a acetyl inh	FN deposition inh	PAX8 reporter	LGR2 inh
46	COc1ccc(NCc2nnc(SCC(=O)Nc3cc(C)cc(C)c3)o2)cc1	?	-12	-5	·
47	C/C(=N\NC(=O)CCc1c(C)n[nH]c1C)c1ccc([N+](=O)[O-])cc1	14	-3	-3	2
48	C/C=C\C=C/C(=O)Nc1cccc(C2=NOC3(C2)C[C@H](C(N)=O)N(C(=O)Cc2ccc([N+](=O)[O-])cc2)C3)c1 (some centres undefined)	2	-9	-25	-35
49	C[C@@H]1CN([C@H](C)CO)C(=O)Cc2cc(NC(=O)Nc3ccc(C(F)(F)F)cc3)ccc2O[C@H]1CN(C)CC1CCCCC1	-2	·	-7	2
50	S=c1nc[nH]c2c1[nH]c1ccc(Cl)cc12	-2	-9	-34	-5
51	C[C@H](CO)N1C[C@H](C)[C@H](CN(C)C(=O)CCCN(C)C)OCc2cn(nn2)CCCC1=O	2	2	-29	-4
52	O=C(Nc1ccc(F)cc1)N[C@H]1CC[C@H](CCn2cc(-c3ccc(F)cc3)nn2)O[C@H]1CO	-4	·	-2	13
53	COc1ccc(S(=O)(=O)N(C)C[C@@H]2OCCCC[C@@H](C)Oc3ccc(NC(=O)Nc4ccc(C(F)(F)F)cc4)cc3C(=O)N([C@@H](C)CO)C[C@H]2C)cc1	-13	·	-1	13

nr	CASP6 VEID inh	EWS-Fli inh	Cneo AK release	miR122 inh
46	·	·	3	1
47	-1	-5	1	·
48	-1	-14	-1	-5
49	-1	-10	2	-12[16.7 µM]
50	-1	-2	·	·
51	-1	-7	-3	3[16.7 µM]
52	1	1	-1	·
53	1	-4	2	-7[16.7 µM]
